Assay outcomes: PubChem, National Center for Advancing Translational Sciences (NCATS)
WRN helicase inh: blocks human WRN helicase; WRN helicase unwinding, fluorescent forked duplex, kinetic; Potency, µM (doses to about 114 µM), for inactives: top-dose activity change, negative = inhibition, actives largely listed as inhibitors; 0.46% of 360,000 active; also: potency is read from the fitted curve at half-maximal effect; % is scaled to controls: 0 for no effect and ±100 for the full control effect; nearly all actives have a fitted effect of over 55% in size
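Enzyme (20 nM final) and test compound sit together 15 min at room temperature before substrate addition. Substrate is a single-forked duplex oligonucleotide (100 nM) labelled with fluorophore and quencher, with 2 mM ATP; helicase unwinding raises red fluorescence, read kinetically.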
PI5P4K alpha inh: inhibitors of human PI5P4K alpha | PI5P4Kalpha enzyme, ADP-Glo luminescence, 60 min; active compounds read low | P48426 | AID 652105 | max response, % | 1.2% of 330,000 active; active = max response of -50% or lower; inconclusive = between -30% and -50%; inactive = -30% or higher; also: value at the top dose of about 77 µM; % is scaled to controls: 0 for no effect and ±100 for the full control effect
Target sequence (P48426 whole entry, looked up): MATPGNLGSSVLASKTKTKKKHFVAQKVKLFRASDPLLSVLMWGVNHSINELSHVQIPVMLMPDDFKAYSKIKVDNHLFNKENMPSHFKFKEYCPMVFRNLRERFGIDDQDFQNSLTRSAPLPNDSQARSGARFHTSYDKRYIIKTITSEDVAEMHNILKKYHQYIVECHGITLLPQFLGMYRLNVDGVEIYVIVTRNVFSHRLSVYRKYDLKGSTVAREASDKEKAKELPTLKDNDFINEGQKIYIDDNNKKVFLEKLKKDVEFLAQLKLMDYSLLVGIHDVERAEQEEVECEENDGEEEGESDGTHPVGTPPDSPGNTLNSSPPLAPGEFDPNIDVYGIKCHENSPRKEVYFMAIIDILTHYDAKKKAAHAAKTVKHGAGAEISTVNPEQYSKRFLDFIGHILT
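Human PI5P4Kalpha with substrate in 0.038 M HEPES pH 7.4, 0.28 mM EGTA, 0.1% CHAPS, 5% DMSO; reaction started with 5 microM ATP (final), 60 min at room temperature. ADP formed read by ADP-Glo luminescence.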
EPAC1 ag: activates human EPAC1 exchange factor; EPAC1 agonist qHTS, biochemical assay; response scale: 100% = response to 6.5 mM cAMP; Potency, µM (highest dose often 154 µM), for inactives: top-dose activation, most hits filed as activators; 0.073% of 360,000 active; AID 720707; also: potency is read from the fitted curve at half-maximal effect; nearly all actives have a fitted effect of over 60% in size
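EPAC1 100 nM, Rap1B–BODIPY-GDP 250 nM, unlabeled GDP 50 uM; compound titration; 5 min RT; kinetic read ex480/em540 at 5-min intervals ×30 min; data normalized to 6.5 mM cAMP agonist control.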
PLK1 PBD block: inhibitors of human PLK1 polo-box domain binding; Plk1 PBD binding of FITC phosphopeptide, fluorescence polarization; Potency, µM, inactives show max response, negative = inhibition, actives largely listed as inhibitors; 2.8% of 360,000 active; AID 720504; also: potency is read from the fitted curve at half-maximal effect; series mostly up to about 57 µM; % is scaled to controls: 0 for no effect and ±100 for the full control effect; nearly all actives have a fitted effect of over 65% in size
Target sequence (P53350 whole entry, looked up, the tested form may be a part): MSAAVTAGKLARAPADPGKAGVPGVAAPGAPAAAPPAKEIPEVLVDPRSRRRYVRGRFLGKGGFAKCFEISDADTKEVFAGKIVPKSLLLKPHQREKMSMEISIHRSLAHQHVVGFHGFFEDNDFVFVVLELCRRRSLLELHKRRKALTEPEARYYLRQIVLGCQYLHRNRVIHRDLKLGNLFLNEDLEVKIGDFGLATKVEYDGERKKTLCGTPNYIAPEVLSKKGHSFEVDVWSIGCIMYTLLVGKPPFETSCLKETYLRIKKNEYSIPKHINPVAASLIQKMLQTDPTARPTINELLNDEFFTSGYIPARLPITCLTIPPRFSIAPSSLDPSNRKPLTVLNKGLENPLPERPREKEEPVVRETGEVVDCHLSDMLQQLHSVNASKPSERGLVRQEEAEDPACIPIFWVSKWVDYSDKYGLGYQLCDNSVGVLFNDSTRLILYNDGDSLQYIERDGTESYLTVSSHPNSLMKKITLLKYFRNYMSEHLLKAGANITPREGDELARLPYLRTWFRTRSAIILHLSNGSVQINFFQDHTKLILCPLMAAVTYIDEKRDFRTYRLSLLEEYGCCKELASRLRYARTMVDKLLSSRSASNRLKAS
Abeta yeast res: A-beta toxicity reversal in yeast. AID 1347071. Potency, µM (top dose mostly 46.1 µM), for inactives: at the highest dose growth rescue, most hits filed as activators. yeast expressing A-beta42, growth rescue, OD600, 48 h; response scale: 0% DMSO, 100% iron-clioquinol control. 0.063% of 410,000 active; also: potency is read from the fitted curve at half-maximal effect; nearly all actives have a fitted effect of over 55% in size
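Yeast growth medium received pinned compounds, then yeast cells expressing toxic A-beta were added; plates incubated at 30 C for 48 hr. Growth read as absorbance at 600 nm, normalized to DMSO and equimolar FeCl3 plus clioquinol controls.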
EPAC1 antagonist: EPAC1 (human) antagonism | Potency, µM (highest dose often 115 µM), without a hit: at the highest dose activity change, negative = inhibition, most hits filed as inhibitors | O95398 | AID 720709 | 0.14% of 360,000 active | EPAC1 GEF assay, Rap1b-BODIPY-GDP exchange fluorescence;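 also: potency is read from the fitted curve at half-maximal effect; plate controls were vehicle for no effect and positive control for full effect; nearly all actives have a fitted effect of over 50% in size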
IL2 activator: activators of IL-2 | 0.065% of 360,000 active | IL-2 activation reporter assay, cell-based qHTS; stimulated with anti-CD3/CD4/CD28 beads; in transgenic mouse T cells | activation, % (series mostly up to about 46 µM); in the data active = activation above about 50%; inconclusive = mostly about 30% to 49%; also: 0% is about no effect
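Quantitative HTS in unstimulated transgenic mouse T cells, with memory T cells as non-tolerant control and PMA/ionomycin as tolerance-bypass control. Compound pretreatment lasted 60 minutes before 18 h bead stimulation; EGFP/DsRed fluorescence read.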
FUS yeast rescue: suppressors of FUS proteinopathy in yeast | S. cerevisiae FUS-expressing, growth rescue, OD600, 24 h | 0.24% of 390,000 active | Potency, µM (top dose mostly 76.6 µM), without a hit: at the highest dose growth rescue (activation), hits mostly activators;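 also: potency is read from the fitted curve at half-maximal effect; plate controls were DMSO vehicle for no effect and reference control for full effect; nearly all actives have a fitted effect of over 55% in size; some results filed as inactive show a strong effect at the top dose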
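Compound concentration series was pinned onto galactose-induced FUS-expressing yeast seeded at OD 0.005. Plates sat 24hr at 30C; absorbance at 600 nm gave growth. DMSO served as background control.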
Numbers without * were called inactive; ? = inconclusive; · = no result given; & = joins results of further samples; [ ] = another dose, or the depositor's remark. Unless noted, calls follow the shape of the dose curve; as a rule, active = well fitted curve in the direction sought with a large enough effect; inconclusive = small, poorly fitted or top-dose-only effect, or another doubt; inactive = no such curve, though single readings can be large; an effect the other way counts as inactive or inconclusive.

Molecule	WRN helicase inh	PI5P4K alpha inh	EPAC1 ag	PLK1 PBD block	Abeta yeast res	EPAC1 antagonist	IL2 activator	FUS yeast rescue
CN(C)c1nc(N)c([N+](=O)[O-])c(N2CCCCCC2)n1	-4%	5	-11%	0%	-13%	-9%	0.2	-29%
CN1C(=O)Cc2cc(S(=O)(=O)NCCc3ccccc3)ccc21	16%	3	-2%	-3%	0%&-9%	0%	0.4	10%&39%
Cc1cc(C)c(C)c(OCC(=O)NCC2CCCO2)c1 (stereo unspecified)	7%	-2	5%	-10%	-15%	1%	-3.4	-3%
O=C(Cc1ccccc1[N+](=O)[O-])NNC(=O)c1ccncc1	-2%	1	12%	-20%	-13%	-5%	0.2	-16%
CCOC(=O)C1CCCN(C(=O)c2cc(C)oc2C)CC1 (stereo unspecified)	-1%	3	-7%	-2%	15%	1%	0.2	-13%
O=C(NCc1ccccc1)c1cccc(S(=O)(=O)N2CCCCC2)c1	0%	10	9%	-6%	2%	4%	-0.5	14%
Cc1cc(=O)oc(C)c1C(=O)Nc1cccc2nonc12	-3%	-6	7%	-6%	-12%	-1%	0.8	-11%
O=C(COC(=O)c1c[nH]c2ccccc12)Nc1ccc(F)cc1	1%	-7	-2%	-7%	-11%	-8%	0.4	-6%
COc1ccccc1C(=O)N/C(=C/c1ccccc1)C(=O)Nc1ccc(C(=O)O)cc1	0%	-2	1%	2%	5%	-13%	0.5	23%
Cc1cc(C)n2nc(C(=O)OCC(=O)NC3CCS(=O)(=O)C3)nc2n1 (stereo unspecified)	-1%	4	10%	-14%	6%	-5%	4.4	-39%
NS(=O)(=O)c1cccc(NC(=O)COC(=O)Cc2ccc(S(=O)(=O)N3CCCCC3)s2)c1	4%	-26	-4%	-5%	13%	-15%	0.0	15%
Cc1c(NC(=S)NC(NC(=O)C(C)(C)C)C(Cl)(Cl)Cl)c(=O)n(-c2ccccc2)n1C (stereo unspecified)	5%	7	-1%	-20%	-8%	-12%	-1.5	·
CC(=O)Nc1ccc(NC(=O)c2cc(-c3cc(C)c(C)cc3O)n[nH]2)cc1	-7%	-8	1%	1%	-5%	6%	-2.3	43%
COc1ccc(CCNC(=O)CNS(=O)(=O)c2ccc(Br)cc2)cc1	-2%	-1	-8%	-10%	0%	-6%	1.1	-2%
COc1ccc(S(=O)(=O)NC(=O)C2(C)CCN2C(=O)Cc2ccccc2Cl)cc1 (stereo unspecified)	-10%	-3	-14%	-4%	-22%	29%	0.5	-6%
CC(C)CN(C(=O)CCC(=O)OCC(=O)c1ccc(F)c(F)c1)c1c(N)n(CC(C)C)c(=O)[nH]c1=O	0%	-1	-3%	-7%	-1%	-26%	-1.9	?
CC1=Nc2cc(C(=O)NCCCN3CCN(C)CC3)ccc2Sc2ccc(C)cc21	5%	-1	-7%	0%	6%	1%	0.1	-18%
CCOC(=O)CN1C(=O)S/C(=C/c2ccc(O)c([N+](=O)[O-])c2)C1=O	-6%	?	-8%	-1%	10%	-8%	-4.5	5%
COc1ccc(S(=O)(=O)N2CCN(CCO)CC2)cc1-c1nnc2c3ccccc3c(C)nn12	5%	1	1%	-14%	-13%	-13%	-1.1	-10%
COCCN(C(=O)c1snc(C(N)=O)c1N)C(C(=O)NC1CCCCC1)c1ccc(F)cc1 (stereo unspecified)	15%	-2	16%	-7%	3%	4%	3.0	-11%
O=C(Nc1nnc(-c2ccccc2Cl)o1)c1ccc(S(=O)(=O)N2CCCCCC2)cc1	-11%[57.1 µM]	-20	4%	-13%	2%	?	-2.5	8%
CC(=O)Nc1nc(-c2ccc3c(c2)CCN3S(C)(=O)=O)cs1	-6%	3	6%	-17%	-7%	7%	-0.3	27%
CC(=O)c1ccc(NC(=O)CN2CCC(NC(=O)C3CCCCC3)CC2)cc1	6%	-11	7%	6%	22%	14%	-0.6	13%
Cc1ccc(-c2cc(C(=O)NCC3(N(C)C)CCCCC3)c3ccccc3n2)o1	4%	1	-10%	-2%	0%	9%	-0.1	-8%
Cc1nnc(SCC(=O)Nc2cccnc2Cl)s1	-7%	-2	-3%	-3%	7%	-10%	-0.2	-17%
C/C(Cn1cnc([N+](=O)[O-])n1)=N\NC(=O)c1cccc(F)c1	5%	·	1%	-7%	-14%	-2%	-3.1	24%
C[C@H](NC(=O)C1CCN(S(=O)(=O)c2ccccc2)CC1)C(=O)NCc1ccccn1	-22%	-8	5%	-8%	0%	17%	-2.2	10%
O=c1[nH]c2cc(Cl)cc(Cl)c2[nH]c1=O	-21%	·	1%	-5%	-24%	12%	-0.5	?
COc1ccc(C(=O)NC2CC(C)(C)Cc3c2cnn3-c2ccccc2C)c(OC)c1OC (stereo unspecified)	-26%	-3	23%	-6%	-12%	-15%	0.5	?
O=C(c1ccc2c(c1)C(=O)N(Cc1ccncc1)C2=O)N1CCN(S(=O)(=O)c2ccc(OC(F)(F)F)cc2)CC1	7%	3	6%	-8%	-3%	-5%	-0.6	·
COC(=O)[C@]12CCCCC=C1N(Cc1ccc(Cl)cc1Cl)C(=O)[C@H](CC(=O)NCC13CC4CC(CC(C4)C1)C3)C2	0%	5	-15%	-5%	-6%	-10%	0.8	-9%
Cc1onc(-c2ccccc2)c1C(=O)Nc1ccc(OC(C)C)cc1	-20%	12	-9%	-1%	-65%[inhibitor]	-8%	1.0	-13%
Cc1cc(Cl)c(S(=O)(=O)Nc2ccc(S(=O)(=O)N3CCOCC3)cc2)cc1OCC(N)=O	-3%	3	-4%	7%	7%	22%	0.8	-39%
Cc1nn(-c2ccccc2)c2sc(C(=O)NC3CCCCC3)cc12	-23%	·	13%	3%	-4%	-1%	-1.0	0%
COCC(=O)N1CCC(Oc2ccc(C(=O)N3C[C@@H]4CCC[C@H]3C4)cc2)CC1	-4%	-1	6%	-5%	0%	2%	-0.9	-20%
Cc1cc(OCC(=O)OCC(=O)Nc2cc(S(=O)(=O)N3CCOCC3)ccc2Cl)ccc1Cl	1%	-3	7%	4%	2%	-1%	0.6	31%
O=S(=O)(Cc1ccccc1)N1CCN(C/C=C/c2ccccc2)CC1	-5%	·	-2%	0%	4%	13%	-0.3	6%
CN(C)c1nc2ncn(Cc3ccccc3)c2c(=O)[nH]1	-1%	2	-1%	-15%	15%	-15%	-0.4	-12%
CC1CCc2c(sc3ncn(Cc4ccc(C(=O)O)cc4)c(=O)c23)C1 (stereo unspecified)	-3%	-2	-6%	-8%	9%	7%	-1.3	21%
O=C(O)c1cccc(NC(=S)NC(NC(=O)c2ccccc2[N+](=O)[O-])C(Cl)(Cl)Cl)c1 (stereo unspecified)	-6%	-9	13%	-8%	2%	-2%	-0.2	19%
NC(=O)c1ccc(NC(=O)CN2CCN(c3ccccc3)CC2)cc1	3%	3	-1%	-1%	-10%	-7%	0.4	-4%
O=C(CN1C(=O)NC2(CCc3ccccc3C2)C1=O)NCC(F)(F)F (stereo unspecified)	-3%	-3	17%	-6%	20%	9%	-4.0	-39%
Cc1ccc(S(=O)(=O)N2CCC(C(=O)N[C@@H](C)C(=O)NCCc3ccccc3)CC2)cc1	-1%	0	9%	-2%	23%	9%	-0.9	19%
COc1ccc(NC(=S)c2ccccc2)cc1	-12%	6	1%	-5%	18%	0%	0.3	·
COc1ccc(C2=NN(C(C)=O)C(c3ccccc3)C2)cc1 (stereo unspecified)	-20%	-5	-5%	-3%	1%	-7%	0.3	0%
COc1cccc(NC(=O)CSc2ccc3nnc(-c4ccncc4)n3n2)c1	-9%	-5	2%	-4%	2%	-4%	0.6	-13%
CCC(=O)N1CCC1(C)C(=O)NCc1ccccc1SC (stereo unspecified)	4%	2	-5%	-20%	-23%	-13%	0.2	-17%
Cc1ccc(-c2c(C#N)c(N)nc3c2CCCCCC3)o1	-13%	·	9%	-9%	8%	6%	-2.3	-15%
Cc1ccc(S(=O)(=O)N2CCN(C(=O)CSC3CCCC3)CC2)c(C)c1	-4%	·	16%	-10%	-13%	-2%	-3.6	55%
CCOCCCNC(=O)C(c1ccc(OC)cc1)N(Cc1ccc2c(c1)OCO2)C(=O)c1ccccc1O (stereo unspecified)	-11%	1	-1%	2%	15%&-27%	-8%	-0.8	23%&19%

A second format for 2 compounds above.
Value order: WRN helicase inh	PI5P4K alpha inh	EPAC1 ag	PLK1 PBD block	Abeta yeast res	EPAC1 antagonist	IL2 activator	FUS yeast rescue
Cc1cc(OCC(=O)OCC(=O)Nc2cc(S(=O)(=O)N3CCOCC3)ccc2Cl)ccc1Cl
 : 1%	-3	7%	4%	2%	-1%	0.6	31%
O=S(=O)(Cc1ccccc1)N1CCN(C/C=C/c2ccccc2)CC1
 : -5%	·	-2%	0%	4%	13%	-0.3	6%

Remaining list, next part
Molecule	WRN helicase inh	PI5P4K alpha inh	EPAC1 ag	PLK1 PBD block	Abeta yeast res	EPAC1 antagonist	IL2 activator	FUS yeast rescue
O=C(NCc1ccc(F)cc1)c1cnccn1	9%	0	-8%	5%	-13%	13%	-3.2	-3%
O=C1NC[C@H](Cc2ccccc2)N(C[C@H]2CCCN2C[C@H](Cc2ccccc2)N2C[C@H](Cc3ccccc3)N(CC3CCCCCC3)C(=O)C2=O)C1=O	-17%	-20	-6%	-6%	-11%	-16%	-0.4	44%
Cc1cccc2sc(NC(=O)CSc3nc4ccccc4o3)nc12	-1%	2	8%	3%	4%	6%	-1.1	10%
COc1ccc(Cl)cc1NC(=O)CCN1C(=O)C2C3C=CC(C4CC34)C2C1=O (stereo unspecified)	-10%	0	-2%	2%	9%	-8%	-2.6	·
CCOC(=O)N1CCN(C(=O)CCN2C(=O)/C(=C\c3cccc(OC)c3)SC2=S)CC1	-7%[11.6 µM]	7	-3%	-3%	-1%	-1%	1.8	-13%
O=C(COC(=O)c1c2ccccc2cc2ccccc12)Nc1ncc(C(F)(F)F)cc1Cl	5%	·	-4%	0%	9%	0%	7.6	16%
Cc1nc2c(C(=O)NCc3ccc4c(c3)OCO4)cnn2c(C)c1Cc1ccc(F)cc1Cl	-2%	·	7%	1%	11%	16%	0.3	16%
CCc1nc2c(OCC3CCCCC3)cccn2c1N(C)C(=O)c1ccccc1F	-1%	3	-8%	-1%	-9%	0%	1.0	8%
CCOc1ccccc1N1C(=O)c2ccc(C(=O)Nc3cccnc3)cc2C1=O	-6%	-5	3%	-4%	29%	-7%	-0.5	14%
